H9c2 TAG inh: inhibitors of triacylglycerol accumulation, primary screen, cell-based, uHTS, fluorescence, H9c2; inhibition, % at 12.5 µM; H9c2 cells, Nile Red lipid (TAG) fluorescence; cells loaded with 200 µM oleic acid; hit rate 0.66% among 230,000;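 active = pattern-corrected inhibition of lipid staining of at least 50% with the nuclear-stain viability signal not falling by more than 50%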;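 note: 0% = DMSO wells and 100% = triacsin C control wells; some results filed as inactive read as strong as hits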
H9c2 TAG inh DAPI viability: further read-out of H9c2 TAG inh, marked with its call; DAPI nuclei signal change (viability), lower = more cytotoxic, %;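 whole-well DAPI fluorescence read on a plate reader as a viability signal; minus 50 percent equals half of cells still viable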
* marks the source's active call; other numbers are inactive results.

The first three entries, to show the layout:
Screens in order – H9c2 TAG inh, H9c2 TAG inh DAPI viability
CCC(Oc1ccccc1)C(=O)N(C)CC(=O)N(CC(C)C)c1c(N)n(CC(C)C)c(=O)[nH]c1=O (configuration not stated)
    0, -6
COc1ccccc1NC(=S)N1CCC(NC(=O)C23CC4CC(CC(C4)C2)C3)CC1
    3, -4
O=C(/C=C/c1ccccc1)N/C(=C/c1ccccc1)C(=O)Nc1ccccc1O
    -7, -9

All compounds of this part (from the top)
Screens in order – H9c2 TAG inh, H9c2 TAG inh DAPI viability
CCC(Oc1ccccc1)C(=O)N(C)CC(=O)N(CC(C)C)c1c(N)n(CC(C)C)c(=O)[nH]c1=O (configuration not stated)
    0, -6
COc1ccccc1NC(=S)N1CCC(NC(=O)C23CC4CC(CC(C4)C2)C3)CC1
    3, -4
O=C(/C=C/c1ccccc1)N/C(=C/c1ccccc1)C(=O)Nc1ccccc1O
    -7, -9
N#Cc1ccc(Cn2ccnc2C(=O)Nc2ccccc2)cc1
    -27, -2
C/C(=N\NC(=O)Cc1cccn1C)c1ccc([N+](=O)[O-])cc1
    15, -6
CC(NCc1ccc(S(N)(=O)=O)cc1)C(=O)Nc1cccc(Cl)c1 (configuration not stated)
    -17, 10
CC(C)OC(=O)c1cc(C(=O)c2cc(Cl)ccc2O)coc1=N
    9, 3
CCc1ccc(C2=NN(CCC(=O)NC(C)CCc3ccccc3)C(=O)CC2)cc1 (configuration not stated)
    3, -7
Cc1ccnc(NCc2cc(C)ccc2O)c1
    9, -12
CN(C)c1ccc(N/C(N)=N/c2nc(C(F)(F)F)cc(C(F)(F)F)n2)cc1
    -27, 4
O=C(CCCc1nc2ccccc2s1)NCc1ccccc1F
    -2, -6
COc1cc(OC)c2c(-c3cccc(-c4sccc4C(C)=O)c3)cc(=O)oc2c1
    25, -42
CCN(CC)S(=O)(=O)c1ccc(N2CCOCC2)c(NC(=O)c2ccco2)c1
    11, -6
O=C(c1coc2ccc(O)c(CN3CCOCC3)c12)C1CC1
    -9, 17
O=C(COC(=O)C1CC(=O)N(C2CCCCC2)C1)c1ccc(F)cc1 (configuration not stated)
    10, -5
CNC(=O)c1cc2cc(Cl)cc(OC)c2oc1=O
    -19, 3
Cc1ccc2nc(SC(C)C(=O)N3CCOCC3)[nH]c2c1 (configuration not stated)
    -9, -7
O=S(=O)(Nc1cccc(Cl)c1)c1ccc2oc(=S)[nH]c2c1
    15, -5
O=C(NCc1ccc(F)cc1)c1cnc2n(c1=O)CCS2
    8, 8
O=C(CCN(CCO)Cc1ccccc1)Nc1ccc(Br)cc1
    4, -1
O=C(COC(=O)CCSc1ccc(Cl)cc1)Nc1ccc(F)cc1
    -8, 19
O=C(CCCc1ccccc1)NCCS(=O)(=O)N1CCN(c2ccccc2F)CC1
    -8, -2
Cc1cc(N2CCCC(C(=O)Nc3cccc(Cl)c3)C2)n2ncnc2n1 (configuration not stated)
    -4, 3
CCC(C(=O)OCC(=O)N1CCN(S(=O)(=O)c2ccc(C)cc2C)CC1)c1ccccc1 (configuration not stated)
    -8, -5
COc1ccc(-c2ccc(CN3C(C(C)C)C(=O)N(Cc4cn(CCC5OCCCO5)nn4)CCS3(=O)=O)cc2)cn1 (configuration not stated)
    -8, 12
O=c1c2ccccc2nc(N2CCN(c3ccccc3)CC2)n1Cc1ccccc1
    5, 3
O=C(N/N=C/C=C/c1ccccc1)c1cccs1
    8, -6
Cc1ccc(/C=N/NC(=O)C2(C)CC2(Br)Br)cc1 (configuration not stated)
    4, -6
COc1cc(OC)c(NS(=O)(=O)c2cc(C(=O)OCC(=O)NCC3CCCO3)ccc2OC)cc1Cl (configuration not stated)
    6, -4
O=C(c1ccc(OCc2cn3ccccc3n2)cc1)N1CCN(S(=O)(=O)c2ccccc2F)CC1
    15, 4
Cc1ccccc1NC(=O)N1CCNC(=O)C1CC(=O)Nc1cc(Cl)ccc1Cl (configuration not stated)
    28, 3
Cc1ccc(S(=O)(=O)/N=c2\ccc(Cl)cn2C(F)F)cc1
    -16, 7
O=C(NC(c1ccccc1)c1ccsc1)C1CCN(Cc2ccc(Cl)c(Cl)c2)CC1 (configuration not stated)
    -8, 1
Cc1c(S(=O)(=O)N2CCN(C(=O)c3ccco3)CC2)c(=O)n(C)c(=O)n1C
    -4, 4
CC(C)S(=O)(=O)N1CCCC(c2cc(C(=O)NCc3cccnc3)no2)C1 (configuration not stated)
    -3, -3
CC(C)(C)OC(=O)N1CCC[C@H]1c1nnc(SCc2ccc(Cl)cc2)o1
    5, -9
O=C(NC1CCS(=O)(=O)C1)c1cc(-c2ccccc2)nc2ccccc12 (configuration not stated)
    9, -5
Cc1ccc(N(CC(=O)N2CCCCC2)S(=O)(=O)c2ccc(C)cc2)cc1
    -14, -9
COc1ccccc1/C=C/C(=O)Nc1cccc(S(=O)(=O)N2CCOCC2)c1
    46, -15
c1ccc2c(NC3=NCCCCS3)cccc2c1
    8, 1
Cc1ccccc1C(c1ncccc1C)N(C)C(=O)C1CCN(CCOc2ccc(Cl)cc2Cl)CC1 (configuration not stated)
    -17, 3
O=C(COC(=O)C1=COCCO1)Nc1c(F)cccc1F
    11, -1
O=C(NCC1CCCCC1)c1cccc([N+](=O)[O-])c1
    -5, 7
CCc1nc2c(OCC(=O)N3CCOCC3)cccn2c1N(C)C(=O)COc1ccccc1
    -5, -6
CCOC(=O)CN1C(=O)N[C@@H](c2ccccc2)C(C(=O)OC)=C1C
    7, -9
Cc1cc(C(=O)Nc2ccc(OCc3ccccc3)cc2)c(C)o1
    -3, -6
CCOC(=O)c1ccc(NC(=S)Nc2cc(C)cc(C)n2)cc1
    5, 7
COc1ccc(NC(=S)NCCCN2CCCC2)cc1
    -4, -2
COc1ccc(C)cc1NC(C)C(=O)NC(=O)NC1CCCCC1 (configuration not stated)
    -1, -6
Cc1ccc2c(c1)CCCN2S(=O)(=O)c1cccc(C(=O)Nc2ccccc2C(=O)O)c1
    0, -4
CCc1c(C)c2c(C)nn(-c3ccccc3)c2[nH]c1=O
    -21, 0
O=S(=O)(NCCSCc1ccc(Cl)c(Cl)c1)c1ccc2c(c1)OCCO2
    -19, -7
CCOC(=O)[C@@H]1[C@H]2COc3ccccc3[C@H]2N2C(=O)N(c3cccc(Cl)c3)C(=O)[C@@]12C
    19, -14
CCCn1nc(NC(=O)c2ccncc2)c2cc3ccccc3nc21
    1, 2
CCOc1ncccc1C(=O)OCC(=O)Nc1nnc(-c2ccccc2)o1
    10, -2
O=C(O)/C(=C\c1ccc(Cl)c([N+](=O)[O-])c1)c1ccc(S(=O)(=O)N2CCCCC2)s1
    -4, 5
COc1cc(/C=C2/C(=O)NN(c3cccc(C)c3)C2=O)cc([N+](=O)[O-])c1O
    5, 5
CSc1nc(SC(C)C(=O)O)c2c3c(sc2n1)COC(C)(C)C3 (configuration not stated)
    4, 0
CC(C)C(C(=O)Nc1ccncc1)c1ccc(Cl)cc1 (configuration not stated)
    -29, 11
CCn1nnc(NC(=O)C(C)Oc2ccc(Cl)cc2Cl)n1 (configuration not stated)
    14, -13

(further entries)
Screens in order – H9c2 TAG inh, H9c2 TAG inh DAPI viability
COc1ccc(-c2ccc3c(c2)S(=O)(=O)c2cccc(C(=O)NCCOc4ccccc4)c2C3=O)cc1OC
    21, 0
CCc1ccc(NC(=S)NC(=O)c2c(-c3ccccc3Cl)noc2C)cc1
    2, 1
Cc1c(Br)cnn1C(C)C(=O)N1CCN(c2ccc(F)cc2)CC1 (configuration not stated)
    -1, -2
O=C(c1coc(=O)c(Br)c1)N1CCC(C(O)(c2ccccc2)c2ccccc2)CC1
    34, -8
Cc1ccc(C(=O)N2CCCCCC2)cc1Br
    7, -8
Cc1ccc(C(C(=O)NC(C)(C)C)N(C(=O)c2csnn2)C2CC2)cc1 (configuration not stated)
    11, -3
CC(C)(C)OC(=O)NCCc1n[nH]c(=S)o1
    -5, 4
COc1ccc(-c2nc(NC(=O)CCNC(=O)c3ccco3)sc2C)cc1
    40, 0
O=C(O)COCC(=O)Nc1ccc(Oc2ncnc3cc(Cl)ccc23)nc1
    -2, 6
Cc1cccc(CNC(=O)C2CCC(=O)N(CC3CCCCC3)C2)c1 (configuration not stated)
    -25, -1
COC(=O)C1=C(C(=O)OC)[C@@H]2N(C)c3ccc(OC)cc3[C@@]23C[C@@H](C(=O)OC)N(S(=O)(=O)c2ccc([N+](=O)[O-])cc2)C3=N1
    8, -5
CN(CC(=O)Nc1cccc(F)c1)C(=O)c1ccc(COc2ccccc2)o1
    12, 5
C[C@@H]1CN([C@H](C)CO)C(=O)c2cc(Br)cnc2O[C@@H]1CN(C)C(=O)Cc1ccccc1
    4, -5
Cn1c(N)c(C#N)c2c(c1=S)COC(C)(C)C2
    -6, 0
CC(=O)Nc1ccc(NC(=O)COC(=O)c2ccc(S(=O)(=O)NCc3ccco3)cc2)cc1
    -4, -2
COc1cc(NC(=O)CSCC(=O)N(C)C2CCCCC2)cc(OC)c1
    -19, -4
Nc1nc(COc2ccccc2C=O)nc(Nc2ccccc2)n1
    15, 3
CC1CCCCC1NC(=O)C1CC(=O)N(Cc2ccccc2)C1 (configuration not stated)
    -32, 8
CCO[C@H]1OC(C(=O)N2CCN(Cc3ccc4c(c3)OCO4)CC2)=C[C@@H](c2cn(C(C)=O)c3ccccc23)[C@@H]1CCCO
    -1, 0
Oc1nc(Nc2ccc(Cl)cc2Cl)sc1/C=C1\C=Nc2ccccc21
    -5, 6

Entries of single compounds, looked up by structure.
`C/C(=N\NC(=O)Cc1cccn1C)c1ccc([N+](=O)[O-])cc1` in the list: H9c2 TAG inh: 15; H9c2 TAG inh DAPI viability: -6
`CCOC(=O)c1ccc(NC(=S)Nc2cc(C)cc(C)n2)cc1` in the list: H9c2 TAG inh: 5; H9c2 TAG inh DAPI viability: 7

More compounds:
Screens in order – H9c2 TAG inh, H9c2 TAG inh DAPI viability
C[C@H](CO)N1C[C@H](C)[C@@H](CN(C)S(=O)(=O)c2ccccc2C#N)OCc2cnnn2CCCC1=O
    2, -6
Cc1cccc(CN2CCCC(C(=O)Nc3ccc(-c4cscn4)cc3)C2)c1 (configuration not stated)
    8, 11
COc1ccccc1NC(=O)CSc1nnc(-c2ccoc2C)n1CCc1ccccc1
    1, -12
CC(=O)c1sc(Nc2ccc(C)cc2)nc1C
    3, 4
COc1ccccc1-c1nnc2sc(-c3cc4ccccc4o3)nn12
    47, -22
CCOC(=O)c1ccc(OCc2c(C)noc2C)cc1
    -14, 8
COC(=O)c1c(C)oc(C)c1S(=O)(=O)NC(c1ccccc1)c1ccccc1
    -11, -4
O=C1Nc2ccccc2C(=O)N2[C@H](c3ccccc3)[C@@H]3C(=O)N(Cc4ccccc4)C(=O)[C@@H]3[C@H]12
    -6, -1
O=C(CSc1nc(-c2ccccc2)cc(C(F)(F)F)n1)NCCN1CCOCC1
    9, 1
COc1ccc(S(=O)(=O)N2CCOCC2)cc1NC(=O)CCNC(=O)c1ccc(Cl)cc1
    -12, -5
CSc1cccc(NC(=S)N2CCCN(Cc3ccccc3F)C2)c1
    2, -1
CNc1cc(Cl)nc(SC)n1
    22, -2
CCCCCC(=O)N/N=C/c1ccccc1[N+](=O)[O-]
    -21, -16
CN(C)CCN(C(=O)c1ccc(C(=O)c2ccccc2)cc1)c1nc2cc3c(cc2s1)OCO3
    -2, -1
O=c1c2ccccc2n(Cc2ccccc2F)c(=O)n1Cc1ccccc1F
    -12, -6
CCCc1cc(=O)[nH]c(SCC(=O)NC(=O)NC2CCCC2)n1
    -9, 5
CCOCC(=O)N1CCCC(C(=O)OCC)C1 (configuration not stated)
    -21, 12
CN(C)c1ccc(/C=C2\Oc3ccc(C#Cc4cccc(N)c4)cc3C2=O)cc1
    13, 93
COc1c(C)cc(C(O)c2ncc(-c3ccccc3C(F)(F)F)[nH]2)cc1C (configuration not stated)
    4, -5
CCCC(=O)Nc1nc(-c2ccccc2)c(CC)s1
    11, -3
Cc1ccc(N2CCN(/N=C/C(Cl)=C/c3ccccc3)CC2)cc1
    -10, -2
CC1(c2cnc(Nc3ccccc3)s2)CCC(=O)O1 (configuration not stated)
    -5, 9
CC(Oc1ccc(F)cc1)C(=O)Nc1cc(S(=O)(=O)N2CCOCC2)ccc1N1CCCCC1 (configuration not stated)
    4, -5
Cc1ccc(C)c(Oc2nnnn2-c2ccccc2)c1
    11, 1
CC(C)CNc1ncnc2c1ncn2[C@H]1CN(CCc2ccccc2)C[C@@H](CO)O1
    22, -14
CCCS(=O)(=O)n1nc(-c2ccc(Br)cc2)cc1N
    0, -4
Cc1ccc(SCCNS(=O)(=O)c2ccc(F)cc2)cc1
    2, -4
Cc1ccc(-n2cc(CNC(C)Cn3cncn3)c(-c3ccc(F)cc3)n2)cc1 (configuration not stated)
    -11, 8
Clc1cccc(Cl)c1-c1noc(CN2CCOCC2)n1
    -2, 6
CC1(c2nnc(Cc3ccccc3)o2)CC(c2ccc(F)cc2)=NO1 (configuration not stated)
    -4, 4
CCCOC(=O)CC1C(=O)NCCN1Cc1ccccc1C (configuration not stated)
    -7, -9
CN(C)c1nc(Oc2ccc(=O)n(-c3ccccc3)n2)nc(N2CCOCC2)n1
    12, -7
CCN(CC(=O)Nc1c(F)cccc1F)C(=O)c1ccc(S(=O)(=O)N2CCCCCC2)cc1
    4, -4
[O-][n+]1ccccc1SC/C=C/c1ccccc1
    -9, -2
CC1CCN(CCCNC(=O)c2ccc3c(=O)n(Cc4ccc(Cl)cc4)c(=S)[nH]c3c2)CC1
    19, 9
Cc1nc2n(n1)C(c1ccccc1)C1=C(CC(c3ccco3)CC1=O)N2 (configuration not stated)
    14, -4

Compound activity: PubChem BioAssay, Sanford-Burnham Center for Chemical Genomics

An excerpt; rates above refer to the full screens.
